KDM5B inh = blocks human KDM5B histone demethylase activity; Q9UGL1; AID 1347165; 220,000 compounds, 2.6% hits; KDM5B demethylase, FDH-coupled NADH fluorescence (FDH is formaldehyde dehydrogenase); Potency, µM (titrated, usually from 57.7 µM), inactives show top-dose activity change, negative = inhibition, usual class: inhibitors; active = well fitted inhibition curve with a large enough effect; inconclusive = small, poorly fitted or top-dose-only effect; inactive = no such curve, though single readings can be large or run the other way; also: 0% is about no effect; nearly all actives have a fitted effect of over 70% in size
Target sequence (Q9UGL1 whole entry, looked up): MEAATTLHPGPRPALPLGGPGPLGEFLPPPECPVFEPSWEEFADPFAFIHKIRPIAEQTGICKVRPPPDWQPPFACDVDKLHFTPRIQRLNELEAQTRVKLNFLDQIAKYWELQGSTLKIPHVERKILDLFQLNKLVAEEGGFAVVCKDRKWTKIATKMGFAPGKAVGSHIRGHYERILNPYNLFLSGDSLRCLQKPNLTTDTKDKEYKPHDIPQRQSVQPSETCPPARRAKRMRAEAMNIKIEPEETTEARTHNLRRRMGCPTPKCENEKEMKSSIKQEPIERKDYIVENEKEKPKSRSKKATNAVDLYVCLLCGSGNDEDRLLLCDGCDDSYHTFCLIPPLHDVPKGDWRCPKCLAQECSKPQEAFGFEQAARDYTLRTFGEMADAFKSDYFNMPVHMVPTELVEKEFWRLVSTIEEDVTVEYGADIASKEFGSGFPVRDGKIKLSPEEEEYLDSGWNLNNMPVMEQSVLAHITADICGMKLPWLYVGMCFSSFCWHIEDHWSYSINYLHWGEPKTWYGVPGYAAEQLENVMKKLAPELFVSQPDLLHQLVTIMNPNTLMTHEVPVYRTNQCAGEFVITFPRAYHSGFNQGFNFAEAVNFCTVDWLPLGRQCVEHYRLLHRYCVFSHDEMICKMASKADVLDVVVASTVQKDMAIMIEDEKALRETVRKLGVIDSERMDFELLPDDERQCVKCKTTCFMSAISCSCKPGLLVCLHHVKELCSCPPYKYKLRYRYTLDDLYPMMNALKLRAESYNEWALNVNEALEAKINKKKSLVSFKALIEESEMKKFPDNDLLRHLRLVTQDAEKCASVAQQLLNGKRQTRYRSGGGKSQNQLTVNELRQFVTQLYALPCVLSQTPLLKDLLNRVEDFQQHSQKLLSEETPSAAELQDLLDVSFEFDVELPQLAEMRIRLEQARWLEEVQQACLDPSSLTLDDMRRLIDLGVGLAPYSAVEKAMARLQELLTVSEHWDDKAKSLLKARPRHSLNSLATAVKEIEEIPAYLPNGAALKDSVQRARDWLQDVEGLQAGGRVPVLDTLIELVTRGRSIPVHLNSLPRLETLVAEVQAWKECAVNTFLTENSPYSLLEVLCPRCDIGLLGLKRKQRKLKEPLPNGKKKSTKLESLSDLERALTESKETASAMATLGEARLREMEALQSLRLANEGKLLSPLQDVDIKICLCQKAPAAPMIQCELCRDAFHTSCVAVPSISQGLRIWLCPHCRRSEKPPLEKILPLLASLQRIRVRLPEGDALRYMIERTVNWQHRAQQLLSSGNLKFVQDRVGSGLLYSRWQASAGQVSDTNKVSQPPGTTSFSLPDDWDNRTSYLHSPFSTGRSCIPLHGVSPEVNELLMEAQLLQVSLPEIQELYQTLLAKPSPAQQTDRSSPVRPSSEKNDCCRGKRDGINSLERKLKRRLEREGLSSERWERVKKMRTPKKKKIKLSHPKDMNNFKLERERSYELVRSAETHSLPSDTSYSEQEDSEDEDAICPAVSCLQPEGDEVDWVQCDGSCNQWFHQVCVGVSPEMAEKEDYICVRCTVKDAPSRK
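Measured: NADH fluorescence change, 30 min, RT. System: KDM5BΔAP 200 nM final, H3K4me3 peptide, α-KG, Fe(II), ascorbate, NAD⁺ plus FDH, pH 7.5 HEPES. Compounds: titrated, 10 min pre-incubation with enzyme.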
The depositor's hits bear a star; ? = inconclusive; & = joins results of further samples; [ ] = dose if it differs, or a comment. Potency is read from the fitted curve at half-maximal effect. Not all compounds are listed; count on the stated rates, not on these rows.

SMILES	KDM5B inh
CC(C)OCCN1CCN(c2oc(-c3ccco3)nc2C#N)CC1	?
COc1ccc(Cl)cc1S(=O)(=O)NCCO	17%
CC(C)C(NC(=O)c1c(F)cccc1F)C(=O)NCc1cnn(-c2ccccc2)c1 (stereo not drawn)	18%
COc1ccc(-c2c(C)oc3cc(OC)ccc3c2=O)cc1	7%
CCn1c(C(=O)N2CCCC(C(=O)N3CCOCC3)C2)cc2ccccc21 (stereo not drawn)	-5%
CN(c1ccc(F)cc1)S(=O)(=O)N1CCCC(C(=O)NCCc2ccccc2)C1 (stereo not drawn)	-9%
O=C(Nc1ccc(Oc2ccccc2)nc1)C1CCN(Cc2cccc(F)c2)CC1	-4%
CS(=O)(=O)N1CCC(OC2CCN(C(=O)Nc3ccc(Cl)cc3F)CC2)CC1	21%
O=C(Cc1ccc(Br)cc1)N(Cc1nnc(-c2ccccc2Cl)o1)C1CC1	19%
COc1cccc(-c2cn3c(n2)sc2cc(C(=O)NCCCc4ccccc4)ccc23)c1	?
COc1ccc(C2Cn3nnc(C(=O)NCc4ccc(F)c(Cl)c4)c3CO2)cc1 (stereo not drawn)	15%
COc1ccc(CCNc2nc(-c3ccccn3)cs2)cc1OC	-5%
Cc1ccc(-c2csc(NC(=O)c3ccccc3F)n2)s1	38%[activator]
Cc1ccc(NS(=O)(=O)c2cc(C(=O)O)cc3c2CCC3)cc1F	17%
O=C(NCC1CCOCC1)Nc1cc(F)c(F)c(F)c1	-12%
CCN(CC)CCNC(=O)Cc1n[nH]c(=O)c2ccccc12	26%
NCC1Cc2ccccc2O1 (stereo not drawn)	-1%
CC(C)(C)c1oc(C(N)=O)cc1CN1CCC2(CCCNC2=O)C1 (stereo not drawn)	21%
O=C(c1ccc2cc[nH]c2c1)N1CCN(S(=O)(=O)c2cccc3nonc23)CC1	11%
Fc1cccc(NC(=S)NCc2ccccc2)c1	-16%
CSc1ccc(CCNC(=O)C2=C(C)C(=O)OC23CCCCC3)cc1	-1%
Cn1c2ccccc2c2cnn(CC(=O)N3CCCCC3)c(=O)c21	?
COc1ccc(C(=O)Nc2c(N3CCCC3)c3ccccc3oc2=O)cc1	-2%
Cn1cnc(S(=O)(=O)N2CCOc3ccc(CN4CCc5ccccc5C4)cc3C2)c1	?
CCCSc1ncc(Cl)c(C(=O)Nc2ccc(C)cc2C)n1	0%
Cc1ccc(NCC(=O)N2CCN(S(=O)(=O)c3ccc4ccccc4c3)CC2)cc1F	8%
COc1cccc(CN2CC[C@@](O)(C3CC3)[C@H](C)C2)c1OC	31%
CCOc1ccc(C(=O)CC2(O)C(=O)Nc3ccc(Br)cc32)cc1 (stereo not drawn)	17%
COC(=O)[C@H](CC(C)C)N(CCCc1cn(Cc2ccccc2)nn1)S(=O)(=O)c1ccc(F)cc1Br	14%
COc1ccc(CNCCC(c2ccc(C)cc2)c2ccco2)cc1 (stereo not drawn)	?
COCCN1CCC(CN(Cc2ccncc2)C(=O)c2ccc(=O)n(C)n2)CC1	-29%
CC(C(=O)NCC1CCCO1)N1C(=O)COc2ccc(C(=O)COc3cccc(Cl)c3)cc21 (stereo not drawn)	-18%
Cc1ccc2c(CN(C)CCOc3ccc(Cl)cc3)cc(=O)oc2c1	3%
CCn1ncc(N2CCCC(CC(=O)NCC3CC3)C2)cc1=O (stereo not drawn)	-15%
CN(C)C(=S)SCC(=O)NC(=O)NCc1ccccc1	-5%
COc1ccc2c(CNc3ccc(C)cc3)cc(=O)oc2c1	?
C[S+](=O)([O-])c1ccc(-c2nccc3c(=O)cc(-c4cccnc4)oc23)cc1	35µM*
Cc1cccc(C)c1-c1nc(C(=O)NCc2ccc3c(c2)OCO3)n2ccccc12	28µM*
CCOC(=O)C1=NN(c2ccc(Cl)cc2)/C(=C/C2=NCCc3cc(OC)c(OC)cc32)S1	-26%
COc1cccc(Nc2ncc(-c3cccc(N(C)C)c3)c3c2OCC3)c1	22µM*
Cn1cc(S(=O)(=O)N2CCOCC2)cc1C(=O)Nc1cccc(C#N)c1	23%
O=C(C1CCN(c2ncnc3c2nc2n3CCCCC2)CC1)N1CCN(c2ccc(Cl)cc2)CC1	4%
CN1/C(=C\C(=O)c2cccc([N+](=O)[O-])c2)Sc2ccccc21	5%
COc1ccc(Nc2ncc3c(n2)CCN(Cc2cccc(F)c2F)C3)c(OC)c1	-11%
CNc1oc(/C=C/c2ccc(OC)c(OC)c2)nc1C#N	?
Cn1c(=O)c2c(ncn2CC(=O)N2CCCC(Cc3nncn3-c3ccccc3)C2)n(C)c1=O (stereo not drawn)	-22%
CC(C)(C)NC(=O)COC(=O)C1c2ccccc2Oc2ccccc21	1%
Fc1ccc(CN2CCCC3(CCN(c4cnccn4)C3)C2)cc1F (stereo not drawn)	28µM*
COc1ccc(C(=O)NC2CCCCC2)cc1C	17%
CNC(=O)[C@@H]1CN(C(=O)Cn2cc(C)cn2)C[C@H]1COC	-8%
CC1(C(=O)O)CCN(C(=O)c2ccc(F)cc2)CC1	-10%[149 µM]
Cc1c(Br)c2ccccc2n1CC(=O)N(C)C	15%
O=C(NCc1cccs1)c1ccc2c(c1)N(Cc1cccc(F)c1)C(=O)c1ccccc1S2	-25%
Cc1ccc(/C=C2\SC(=S)N(CC3CCCO3)C2=O)o1 (stereo not drawn)	?
COc1ccc(C(=O)C(C#N)C(=O)c2ccc(C)c(OC)c2)cc1 (stereo not drawn)	6%
Cc1ccc(Cn2nnc3c2-c2ccccc2S(=O)(=O)N(C(C)(C)C)C3)cc1	11%
CC(=O)Nc1ccc(NC(=O)C2=C(c3ccccc3)SCCO2)cc1	-2%
O=C(CN1CCOCC1)NN1CC(=O)N(c2ccc(Cl)cc2)CC1=O	-12%
CCc1cc2c(C)cc(=O)oc2cc1OCC(=O)c1ccccc1	-18%
COc1ccc(C2(C(=O)N3CCCN(C)c4ccccc43)CC2)cc1	-32%
Next section
SMILES	KDM5B inh
COc1ccc(COc2cccnc2N)cc1	27%
CCCCNS(=O)(=O)c1ccc2nc(NC(=O)c3cccnc3)sc2c1	-8%
O=C(O)COc1ccc(-c2nccc3c2C(=O)N(Cc2cccc(C(F)(F)F)c2)CC(COc2ccccc2)O3)cc1 (stereo not drawn)	13%
CCC(=O)N1Cc2ccccc2CC2(CCCN2Cc2ccc(OC)cc2)C1 (stereo not drawn)	-11%[115 µM]
CCC(=O)N1c2ccc(S(=O)(=O)N3CCN(c4ccccc4Cl)CC3)cc2CC1C (stereo not drawn)	-22%
CSc1ccc(C(=O)C2CCCN(C(=O)CCn3cncn3)C2)cc1 (stereo not drawn)	-2%
Cc1cccc(N2CCN(c3nc4ccccc4c(=O)n3-c3ccc(Cl)cc3)CC2)c1C	?
Cc1n[nH]c(C)c1S(=O)(=O)Nc1ncn(Cc2c(F)cccc2Cl)n1	3%
CCCCOc1ccc2c(=O)c(Oc3ccccc3)c(C)oc2c1	14%
CC(=O)c1cccc(NC(=O)c2cc(-c3ccc(Cl)s3)nc3ccccc23)c1	?
CC(=O)c1cccc(OCC(O)CNCCOc2ccc(C)cc2)c1 (stereo not drawn)	?
Cc1cc(C)c2oc(=O)cc(-c3oc4ccccc4c3N)c2c1	-30%
O=C1NCCCCCN(C(=O)Cc2cccnc2)[C@H]2CCC[C@@H]12	-5%
Cc1cccc(CN2CCCC(O)(CNCC(C)(C)C)C2=O)c1 (stereo not drawn)	68%[activator]
COc1cc(OC)nc(N2C[C@H]3OC(=O)N(CCN4CCCCC4)[C@H]3C2)n1	-14%
Cc1cccc(C2(c3cccc(C)c3)CC2C(=O)NC(C)(C)C)c1 (stereo not drawn)	16%
Cc1ccc(Cl)cc1NC(=O)Cn1c(=O)n(Cc2ccc(C(=O)NCc3ccc4c(c3)OCO4)cc2)c(=O)c2ccccc21	-6%
O=C(c1ccc(C(F)(F)F)cc1)N1CCC(N2CC3CCCN3C2=O)CC1 (stereo not drawn)	-16%
O=C(Cc1cccc(F)c1)NCCc1nc2c(s1)CCCC2	9%
Cc1ccc(-n2nnc(-c3nsc(NC(=O)c4ccc(Cl)cc4)n3)c2C)cc1F	0%
CCc1ccccc1N(CC)C(=O)Cn1nc(Cc2cccnc2)c2ccccc2c1=O	5%
Cc1ccc(CC(=O)c2ccc(Cl)cc2)cc1	-3%
COP(=O)(OC)c1nc(-c2ccc([N+](=O)[O-])cc2)oc1NCc1ccc(C)cc1	4%
O=C(CCC1CCCC1)Nc1cccc2ccccc12	25%
CC(=O)c1ccc(NC(=O)c2ccc(-n3cnnc3)cc2)cc1	-16%[11.5 µM]
COC(CNC(=O)C(C)(C)C)c1ccccc1 (stereo not drawn)	1%
O=C(CCc1nc2ccccc2s1)NCCc1ccc(C(F)(F)F)cc1	16%
COc1ccc(-c2cc3nc4c(c(=O)n3[nH]2)CN(C(=O)c2sccc2C)CC4)cc1	?
O=S(CCCOc1ccc(F)cc1)Cc1ccc(F)cc1 (stereo not drawn)	-5%
CC1CCCC(NC(=O)c2cc(Sc3ccc(F)cc3)nc3ccccc23)C1C (stereo not drawn)	9%
COCCn1c(=O)n([C@H]2CCCN(S(=O)(=O)c3cccc(OC)c3)C2)c2ncccc21	6%
CC1CCC/C(=C(/C#N)c2nc(-c3ccccc3O)cs2)C1 (stereo not drawn)	6%
CC1CCC(C(=O)NNC(=O)OC(C)(C)C)CC1 (stereo not drawn)	8%
COC(=O)c1ccccc1NC(=O)CN1C(=O)NC2(CCC(C)CC2)C1=O (stereo not drawn)	-33%
CCOc1cc(C(=O)N2CC(=O)Nc3ccc(C)cc3C2c2ccccc2)cc(OCC)c1OCC (stereo not drawn)	20%&14%
O=C(O)CCn1ncc2cc(OC3CCN(C(=O)c4cc(F)ccc4Cl)CC3)ccc21	-11%
O=C(CN(C(=O)CNS(=O)(=O)c1ccc(F)cc1)c1cccc(F)c1)NCC1CCCO1 (stereo not drawn)	12%
O=C(c1ccccc1Nc1ccc(SC(F)F)cc1)N(C1CCCCC1)C1CCCCC1	-8%
CCc1ccc(NC(=O)N2CCN(c3nnc(C)c4c(C)n(-c5ccc(C)cc5)nc34)CC2)cc1	3%
O=C(Nc1ccccc1)c1cc(=O)c2ccccc2o1	12%
CC1CCC(Nc2ncncc2-c2nc(-c3ccccc3)no2)CC1 (stereo not drawn)	-21%
CCc1cccc2c(C(=O)CN3C(=O)CC4(CCCCC4)C3=O)c[nH]c12	-12%
O=C(C1CCCC1)N1CCOc2ccc(CN3CCc4ccccc4C3)cc2C1	-24%
Cc1cccc(CN2CCN(Cc3nc(-c4ccco4)oc3C)C(C)C2=O)c1 (stereo not drawn)	?
CNC(=O)NC(=O)CN(C)Cc1cccc(Cl)c1Cl	-11%
COc1ccc(OC)c(CCNC(=O)C(C)n2nc(C)c3c(C)n(-c4ccc(C)cc4)nc3c2=O)c1 (stereo not drawn)	5%
CCn1c(CO)nnc1C1CC(NC(=O)Cn2cnc3ccccc3c2=O)C1 (stereo not drawn)	-4%
CCN1CC2(CCN(C(=O)CCn3nnnc3C)CC2)CC1=O	5%
COc1ccc2c(c1)CN(C(=O)C1CC1)CC[C@H]1COC(=O)N21	0%[86.2 µM]
O=C(Oc1cncc(Cl)c1)c1sccc1Cl	14%
CCNCc1ccc(-c2ccccc2F)o1	1%
CC(C)CCNC(=O)C1CC(=O)N(c2n[nH]c3ccccc23)C1 (stereo not drawn)	9%
COc1ccc(CNC(=O)Cn2nc3n(c2=O)CCCCC3)cc1OC	-10%
O=C(NCCc1cccnc1)c1ccc(F)cc1	3%
Cc1nn(C)c2c1c(-c1ccccc1)cc(=O)n2CC(=O)NC(C)c1ccccc1 (stereo not drawn)	?
CCOC(=O)c1ccc(NC(=O)CC2Nc3cccc4cccc(c34)NC2=O)cc1 (stereo not drawn)	?
Cc1cc(C(F)(F)F)nn1CC(=O)N1CCCCCCN(C)C(=O)[C@@H]2CCC[C@@H]21	10%
CCOc1ccc(CNC(=O)c2ccc(NC(=O)N3CCCCc4ccccc43)cc2)cc1OC	-3%
Cc1ccc(-c2cc(C(=O)Oc3ccccc3Cl)no2)cc1C	-23%
CCNc1nc(-c2ccc(NC(C)=O)cc2)cs1	-1%

Reprinted from the listing for reference:
SMILES	KDM5B inh
O=C(C1CCCC1)N1CCOc2ccc(CN3CCc4ccccc4C3)cc2C1	-24%
Cc1cccc(CN2CCN(Cc3nc(-c4ccco4)oc3C)C(C)C2=O)c1 (stereo not drawn)	?
CNC(=O)NC(=O)CN(C)Cc1cccc(Cl)c1Cl	-11%
COc1ccc(OC)c(CCNC(=O)C(C)n2nc(C)c3c(C)n(-c4ccc(C)cc4)nc3c2=O)c1 (stereo not drawn)	5%
CCn1c(CO)nnc1C1CC(NC(=O)Cn2cnc3ccccc3c2=O)C1 (stereo not drawn)	-4%
CCN1CC2(CCN(C(=O)CCn3nnnc3C)CC2)CC1=O	5%
COc1ccc2c(c1)CN(C(=O)C1CC1)CC[C@H]1COC(=O)N21	0%[86.2 µM]
O=C(Oc1cncc(Cl)c1)c1sccc1Cl	14%
CCNCc1ccc(-c2ccccc2F)o1	1%
CC(C)CCNC(=O)C1CC(=O)N(c2n[nH]c3ccccc23)C1 (stereo not drawn)	9%
COc1ccc(CNC(=O)Cn2nc3n(c2=O)CCCCC3)cc1OC	-10%
O=C(NCCc1cccnc1)c1ccc(F)cc1	3%
Cc1nn(C)c2c1c(-c1ccccc1)cc(=O)n2CC(=O)NC(C)c1ccccc1 (stereo not drawn)	?
CCOC(=O)c1ccc(NC(=O)CC2Nc3cccc4cccc(c34)NC2=O)cc1 (stereo not drawn)	?
Cc1cc(C(F)(F)F)nn1CC(=O)N1CCCCCCN(C)C(=O)[C@@H]2CCC[C@@H]21	10%
CCOc1ccc(CNC(=O)c2ccc(NC(=O)N3CCCCc4ccccc43)cc2)cc1OC	-3%
Cc1ccc(-c2cc(C(=O)Oc3ccccc3Cl)no2)cc1C	-23%
CCNc1nc(-c2ccc(NC(C)=O)cc2)cs1	-1%
